HEK293 tox: kills HEK 293 cells. HEK 293 viability, ATP luminescence (CellTiter-Glo), 48-72 h. Potency, µM (top dose mostly 115 µM), for inactives: top-dose activity change, negative = cytotoxicity, actives largely listed as inhibitors. actives 6.6% (n = 94,000). AID 1345083; note: potency is the fitted concentration of half-maximal effect; nearly all actives have a fitted effect of over 60% in size
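Viability of HEK 293 cells, plated at 250 cells/well, was judged by cellular ATP after compound treatment for 48 or 72 hr. Luminescence was imaged 10 min after CellTiter-Glo addition at room temperature.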
IP6K1 inhibitor: inhibitors of human IP6K1 | Q92551 | IP6K1 kinase, ADP-Glo luminescence, 2 h; active compounds read low | activity change, % (series mostly up to about 58 µM) | actives 0.81% (n = 140,000) | AID 1645851; in the data active = activity change below about -25%
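ADP-Glo luminescence measures ADP made by human IP6K1 during a 2 h RT reaction with ATP/IP6 (mix at 1.3 mM/130 uM); top library doses 57.5 and 19.1 uM final.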
FLuc inh: inhibitors of firefly (Photinus pyralis) luciferase | P08659 | purified P. pyralis luciferase, luminescence, biochemical | Potency, µM (highest dose often 115 µM), for inactives: at the top dose activity change, negative = inhibition, usual class: inhibitors | actives 2.5% (n = 76,000) | AID 1347043; note: potency is the fitted concentration of half-maximal effect; nearly all actives have a fitted effect of over 65% in size
Target sequence (P08659 whole entry, looked up): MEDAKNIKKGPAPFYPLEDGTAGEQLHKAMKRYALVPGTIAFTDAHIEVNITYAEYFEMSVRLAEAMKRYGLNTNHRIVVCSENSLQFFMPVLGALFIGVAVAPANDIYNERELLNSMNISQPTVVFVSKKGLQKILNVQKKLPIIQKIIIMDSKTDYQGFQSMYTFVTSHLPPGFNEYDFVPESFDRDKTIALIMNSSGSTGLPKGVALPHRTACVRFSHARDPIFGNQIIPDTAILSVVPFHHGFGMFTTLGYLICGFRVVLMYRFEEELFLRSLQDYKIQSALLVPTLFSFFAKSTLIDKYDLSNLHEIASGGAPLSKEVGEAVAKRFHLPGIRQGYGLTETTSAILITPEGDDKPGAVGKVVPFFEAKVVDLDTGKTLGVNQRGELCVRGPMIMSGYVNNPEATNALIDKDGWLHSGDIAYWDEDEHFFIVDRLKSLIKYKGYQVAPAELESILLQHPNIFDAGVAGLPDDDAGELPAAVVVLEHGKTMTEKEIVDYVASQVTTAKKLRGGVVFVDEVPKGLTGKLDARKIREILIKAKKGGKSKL
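Biochemical qHTS: compound (6-point titration) added to 10uM D-luciferin plus 10uM ATP in Tris acetate pH 7.5 buffer with Mg, Tween-20 and BSA, then purified enzyme at 10nM; light output imaged.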
GPT2 inh: GPT2 alanine aminotransferase inhibition | Q8TD30 | Recombinant GPT2, coupled pyruvate oxidase/HRP Amplex Red fluorescence | Potency, µM (series often up to 57.7 µM), for the others: top-dose activity change, negative = inhibition, actives largely listed as inhibitors | actives 0.25% (n = 100,000) | AID 1671188; note: potency is the fitted concentration of half-maximal effect; nearly all actives have a fitted effect of over 60% in size; many of its hits are not listed in these tables
Target sequence (Q8TD30 whole entry, looked up): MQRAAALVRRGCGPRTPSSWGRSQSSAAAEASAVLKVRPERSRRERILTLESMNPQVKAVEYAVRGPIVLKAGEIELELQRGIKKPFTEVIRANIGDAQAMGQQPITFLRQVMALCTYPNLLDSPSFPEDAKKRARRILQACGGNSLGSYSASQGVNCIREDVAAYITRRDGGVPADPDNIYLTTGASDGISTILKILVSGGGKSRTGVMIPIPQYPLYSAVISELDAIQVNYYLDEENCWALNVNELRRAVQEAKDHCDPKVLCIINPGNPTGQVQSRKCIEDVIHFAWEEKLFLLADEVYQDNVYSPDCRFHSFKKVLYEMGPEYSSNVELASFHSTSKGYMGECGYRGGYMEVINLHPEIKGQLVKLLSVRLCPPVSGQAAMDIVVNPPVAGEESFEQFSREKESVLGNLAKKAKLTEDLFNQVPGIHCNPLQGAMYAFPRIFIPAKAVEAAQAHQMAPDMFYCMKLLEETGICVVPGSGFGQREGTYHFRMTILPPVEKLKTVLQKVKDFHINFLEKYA
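Fluorescence read-out: pyruvate from GPT2 turnover coupled to pyruvate oxidase, HRP and Amplex Red (0.2mM ThPP, 0.2U/mL PO and HRP, 50uM Amplex final). Substrates 250uM a-KG, 2mM L-alanine; enzyme 10ng/uL; 30 min RT.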
SNCA expr inh: reduces expression of the alpha-synuclein gene. Potency, µM (doses to about 57.2 µM), without a hit: top-dose activity change, negative = inhibition, actives largely listed as inhibitors. HEK-293 SNCA-luciferase knock-in, luminescence, 24 h. AID 1671194. actives 0.17% (n = 140,000);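 note: potency is the fitted concentration of half-maximal effect; plate controls were DMSO cells for no effect and cell-free wells for full effect; nearly all actives have a fitted effect of over 45% in size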
NIH3T3 tox: kills NIH 3T3 cells. NIH 3T3 viability, CellTiter-Glo ATP luminescence, 48-72 h. Potency, µM (titrated, usually from 96.7 µM), without a hit: at the highest dose activity change, negative = cytotoxicity, actives largely listed as inhibitors. actives 4.3% (n = 94,000); note: potency is the fitted concentration of half-maximal effect; nearly all actives have a fitted effect of over 55% in size
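Cells were seeded at 400 per well, treated with pin-transferred compound, and kept 48 or 72 hr at 37 °C before CellTiter-Glo addition and luminescence imaging of cellular ATP.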
HEK293 viab: cell viability loss counter-screen; HEK-293-SNCA-luc viability, GF-AFC fluorescence, 24 h; Potency, µM (series often up to 57.1 µM), for inactives: top-dose activity change, negative = cytotoxicity, most hits filed as cytotoxic; actives 0.12% (n = 150,000);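 note: potency is the fitted concentration of half-maximal effect; 0% = DMSO-treated cells and -100% = medium-only wells without cells; nearly all actives have a fitted effect of over 30% in size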
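HEK-293-SNCA-luc cells (1500/well) plated 24 h, then exposed 24 h to a dilution series; GF-AFC added 30 min at 37C, fluorescence 405/540 nm; normalised to medium-only and DMSO wells, Hill fit.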
The depositor's hits bear a star; & = joins results of further samples; [ ] = dose if it differs, or a comment. Unless noted, calls come from the whole dose curve; as a rule, active = well fitted curve in the direction sought with a large enough effect; inconclusive = small, poorly fitted or top-dose-only effect, or another doubt; inactive = no such curve, though single readings can be large; an effect the other way counts as inactive or inconclusive. Unless noted, % is set by controls: 0 for no effect and ±100 for the full control effect. Only part of the results is shown; count on the stated rates, not on these rows.

What do the screens show for `CCOC(=O)c1cccc(NS(=O)(=O)c2cn(C)c(C)n2)c1`?
IP6K1 inhibitor: -4.5; SNCA expr inh: 47.8%[activator]; HEK293 viab: -9.3%

Results for CN1CCC(Oc2ncccc2NC(=O)c2ccncc2)C1 (stereo not drawn) ?
HEK293 tox: 6.2%; IP6K1 inhibitor: 1.9; FLuc inh: 7.2%; GPT2 inh: -13.8%; SNCA expr inh: -7.5%; NIH3T3 tox: inactive; HEK293 viab: 0.8%

What do the screens show for `CCN(CC)CCCNC(=O)c1ccc(Cn2c(=O)[nH]c3cc(OC)c(OC)cc3c2=O)cc1`?
IP6K1 inhibitor: 12.8; SNCA expr inh: 15.9%; HEK293 viab: -1.7%

Results for Cc1ccc(-n2nc(CO)c(C(=O)NCc3cccs3)n2)cc1 ?
IP6K1 inhibitor: -3.5; SNCA expr inh: 23.7%; HEK293 viab: 2.1%

How did CNC(=O)Nc1ccc(C2(C(=O)NCc3ccc(F)cc3Cl)CCC2)cc1 do in these assays?
HEK293 tox: 0.6%; IP6K1 inhibitor: 21.4; FLuc inh: -3.0%; GPT2 inh: inactive; SNCA expr inh: 0.1%; NIH3T3 tox: inactive; HEK293 viab: 1.6%

Results for COC(=O)c1ccc(C2CC(=O)Nc3c2c(C)nn3-c2nc(C)cc(C)n2)cc1 (stereo not drawn) ?
IP6K1 inhibitor: 18.7; SNCA expr inh: 25.6%; HEK293 viab: -20.2%

What do the screens show for `O=C([C@H]1CCCN1C(=O)c1ccc(C(F)(F)F)cc1)N1CCC(N2CCOC2=O)CC1`?
HEK293 tox: -0.3%; IP6K1 inhibitor: -15.0; GPT2 inh: inactive; SNCA expr inh: 8.7%; NIH3T3 tox: inactive; HEK293 viab: 1.7%

How did C[S+](=O)([O-])Nc1ccc(C(O)[C@H]2COCC(=O)N2Cc2ccc(F)cc2)cc1 (stereo partly drawn) do in these assays?
HEK293 tox: -12.5%[172 µM]; IP6K1 inhibitor: -1.8; FLuc inh: 1.1%[172 µM]; GPT2 inh: -6.8%[88.5 µM]; SNCA expr inh: inconclusive; NIH3T3 tox: -4.1%[138 µM]; HEK293 viab: 1.0%[87.6 µM]

Results for Cc1nc2c(OCC(=O)OC(C)(C)C)cccn2c(=O)c1-c1cc(C)n(-c2cccc(F)c2)n1 ?
HEK293 tox: -26.4%; IP6K1 inhibitor: 1.8; FLuc inh: -13.6%; GPT2 inh: -26.3%; SNCA expr inh: 15.1%; NIH3T3 tox: -30.7%; HEK293 viab: -26.0%

What do the screens show for `O=C(COc1ccccc1)NC1CCN(c2cc(C(F)(F)F)ncn2)CC1`?
HEK293 tox: -3.6%; IP6K1 inhibitor: 14.3; FLuc inh: 0.0%; GPT2 inh: inactive; SNCA expr inh: -6.6%; NIH3T3 tox: -10.6%; HEK293 viab: -11.6%

How did NC1CCC(n2cc(C(=O)NCc3noc(-c4ccccc4)n3)nn2)CC1 (stereo not drawn) do in these assays?
HEK293 tox: -11.3%; IP6K1 inhibitor: 12.7; FLuc inh: 1.2%; GPT2 inh: -2.9%; SNCA expr inh: 12.8%; NIH3T3 tox: -15.2%; HEK293 viab: 5.0%

Results for CC1(C)CC(=O)c2c(C(F)(F)F)nn(-c3ccc(C(N)=O)c(NC4CCC(OC(=O)CN)CC4)c3)c2C1 (stereo not drawn) ?
IP6K1 inhibitor: -22.5; GPT2 inh: -10.0%; SNCA expr inh: inconclusive; HEK293 viab: -24.0%&-10.8%

Results for Cc1noc([C@@H]2CN(Cc3ccccc3OC(F)(F)F)C[C@H]2CO)n1 ?
HEK293 tox: 2.4%; IP6K1 inhibitor: -7.4; FLuc inh: 2.0%; GPT2 inh: -10.7%; SNCA expr inh: 9.5%; NIH3T3 tox: inactive; HEK293 viab: 2.3%

Results for CCOc1ccc(-c2nnc(CCC(=O)NCCc3ccccc3)c(=O)[nH]2)cc1 ?
HEK293 tox: -0.2%; IP6K1 inhibitor: 15.6; FLuc inh: -25.3%; GPT2 inh: 0.8%; SNCA expr inh: 74.5%[activator]; NIH3T3 tox: 3.4%; HEK293 viab: -0.4%

How did Cc1ccc(CNC(=O)CCCn2c(=O)c3ccccc3n(CC(=O)C(C)(C)C)c2=O)cc1 do in these assays?
IP6K1 inhibitor: 7.0; SNCA expr inh: inconclusive; HEK293 viab: inconclusive

How did CCc1ccc2nc(N(Cc3cccnc3)C(=O)c3cccs3)sc2c1 do in these assays?
IP6K1 inhibitor: -8.6; SNCA expr inh: 123.8%[activator]; HEK293 viab: 7.6%

Results for Cc1nc(N)c(S(=O)(=O)c2ccccc2)c(Nc2ccc(Br)cc2)n1 ?
IP6K1 inhibitor: -3.9; SNCA expr inh: -30.2%; HEK293 viab: -7.3%

How did COC1C(=O)N(CC2CC2)C12CCN(C(=O)C(C)C)CC2 (stereo not drawn) do in these assays?
HEK293 tox: inactive; IP6K1 inhibitor: -4.5; FLuc inh: 1.0%; GPT2 inh: inactive; SNCA expr inh: -1.3%; NIH3T3 tox: inactive; HEK293 viab: 8.2%

Results for CCN1CCN(c2oc(-c3ccc(COc4ccccc4C)o3)nc2C#N)CC1 ?
IP6K1 inhibitor: -11.0; SNCA expr inh: inconclusive; HEK293 viab: 5.6%

What do the screens show for `Cc1c(CC(=O)NC2CCOCC2)c2c(n1CCc1ccccc1)CCCC2=O`?
HEK293 tox: inactive; IP6K1 inhibitor: 15.8; FLuc inh: -5.3%; GPT2 inh: -7.7%; SNCA expr inh: 29.8%; NIH3T3 tox: -1.9%; HEK293 viab: -1.3%

How did O=C(NCc1ccc(C(F)(F)F)cc1)C1CCN(Cc2ccccc2-c2ccccc2F)CC1 do in these assays?
HEK293 tox: inconclusive; IP6K1 inhibitor: 6.2; NIH3T3 tox: inconclusive

How did Cc1ccc(NC(=O)Cn2c(=O)n(Cc3ccccc3)c(=O)c3c(C)c(C)sc32)c(C)c1 do in these assays?
IP6K1 inhibitor: 32.2; SNCA expr inh: 20.2%; HEK293 viab: -9.6%

How did COc1cccc(NC(=O)CSc2nc3ccc(NC(=O)c4ccco4)cc3s2)c1 do in these assays?
IP6K1 inhibitor: 6.5; SNCA expr inh: -18.2%; HEK293 viab: inconclusive

What do the screens show for `O=C(NCc1ccc(C(F)(F)F)cc1)C1CN(c2ccc(Cl)cc2)C(=O)N1` (stereo not drawn)?
HEK293 tox: inconclusive; IP6K1 inhibitor: -5.7; FLuc inh: -2.8%; GPT2 inh: inconclusive; SNCA expr inh: -12.5%; NIH3T3 tox: inconclusive; HEK293 viab: 15.5%

How did OC[C@@H]1CN(Cc2cccc3[nH]ccc23)C[C@H]1c1ccncc1 do in these assays?
HEK293 tox: -16.9%; IP6K1 inhibitor: -6.5; FLuc inh: -7.0%; GPT2 inh: -2.6%; SNCA expr inh: -28.2%; NIH3T3 tox: -8.9%; HEK293 viab: -1.6%

How did Cc1nn(C)c(C)c1CN1C[C@@H](COCC2CC2)[C@H](c2ccccn2)C1 do in these assays?
HEK293 tox: inconclusive; IP6K1 inhibitor: 1.5; FLuc inh: -8.6%; GPT2 inh: inactive; SNCA expr inh: -6.3%; NIH3T3 tox: -13.8%; HEK293 viab: -7.1%

Results for CS(=O)(=O)N1CCC(OC2CCN(C(=O)Cc3c[nH]c4ccccc34)CC2)CC1 ?
HEK293 tox: -15.9%; IP6K1 inhibitor: 3.1; FLuc inh: 1.5%; GPT2 inh: inactive; SNCA expr inh: -10.1%; NIH3T3 tox: -15.8%; HEK293 viab: -0.3%

What do the screens show for `COc1ccccc1-c1nnc2ccc(C(=O)NCc3cccc(Cl)c3)cn12`?
HEK293 tox: inconclusive; IP6K1 inhibitor: 14.8; GPT2 inh: inactive; SNCA expr inh: -20.7%; NIH3T3 tox: inconclusive; HEK293 viab: -6.9%

How did N#Cc1ccc(-c2nc(C3CC(=O)N(c4ccc(Cl)cc4)C3)no2)cc1 (stereo not drawn) do in these assays?
HEK293 tox: inconclusive; IP6K1 inhibitor: 12.3; FLuc inh: -17.6%; GPT2 inh: 0.4%; SNCA expr inh: -16.2%; NIH3T3 tox: inconclusive; HEK293 viab: -15.6%

Results for Cc1ncsc1CN1CCc2nn(C)c(=O)n2CC1 ?
HEK293 tox: 0.3%; IP6K1 inhibitor: 2.5; FLuc inh: -15.7%; GPT2 inh: inactive; SNCA expr inh: -14.1%; NIH3T3 tox: -25.8%; HEK293 viab: -8.2%

What do the screens show for `Cc1ccc(NC(=O)c2oc3ccc(S(=O)(=O)N4CCC5(CC4)OCCO5)cc3c2C)cc1C`?
IP6K1 inhibitor: -9.2; SNCA expr inh: 2.0%; HEK293 viab: 9.3%

What do the screens show for `COc1cccc(-c2cc(C(=O)N3CCN(C)CC3)c3cnn(C)c3n2)c1`?
HEK293 tox: -4.9%; IP6K1 inhibitor: -3.0; NIH3T3 tox: -13.2%

What do the screens show for `COc1ccc(NC(=O)c2c(C)nc3n2CCC(Nc2ccc(F)cc2)C3)cn1` (stereo not drawn)?
HEK293 tox: -25.6%[172 µM]; IP6K1 inhibitor: 17.0; FLuc inh: -4.3%[172 µM]; GPT2 inh: inactive; SNCA expr inh: -6.0%[87.6 µM]; NIH3T3 tox: inconclusive; HEK293 viab: 4.6%[87.6 µM]

How did COc1ccc(-n2c(=O)c3ccc(C(=O)NCc4ccc(C)cc4)cc3n(Cc3ccc(C)cc3)c2=O)cc1 do in these assays?
IP6K1 inhibitor: -4.6; SNCA expr inh: 24.6%; HEK293 viab: 0.1%

What do the screens show for `COc1ccc(N2CCN(C(=O)c3c(-c4cccnc4)cc(=O)n4c3CCCC4)CC2)cc1`?
HEK293 tox: 0.0%; IP6K1 inhibitor: -9.2; GPT2 inh: -6.4%; SNCA expr inh: -0.3%; NIH3T3 tox: -2.7%; HEK293 viab: 12.0%

How did Cc1cccc(OCC(=O)Nc2ccc(-c3nc4cc(C)ccc4o3)c(O)c2)c1 do in these assays?
IP6K1 inhibitor: 19.0; SNCA expr inh: 158.6%[activator]; HEK293 viab: 6.8%

Results for Cc1ccc2oc(=O)n(CCC(=O)N[C@@H]3COCC[C@@H]3OCC3CC3)c2c1 ?
HEK293 tox: -1.8%; IP6K1 inhibitor: -14.6; FLuc inh: -0.7%; GPT2 inh: inactive; SNCA expr inh: 2.3%; NIH3T3 tox: -10.7%; HEK293 viab: -0.6%

What do the screens show for `Cc1ncc(C(=O)N[C@H]2CC[C@H]2NC2CCCC2)c(-c2ccccc2)n1`?
HEK293 tox: inactive; IP6K1 inhibitor: 3.7; FLuc inh: 3.6%; GPT2 inh: inactive; SNCA expr inh: -13.4%; NIH3T3 tox: 0.5%; HEK293 viab: 3.8%
